# Source: PubChem (several laboratories)
# FadD28 binding – M. tuberculosis FadD28 bisubstrate binding inhibition; FadD28 bisubstrate probe binding, fluorescence polarization; inhibition, % at 12.5 µM; 360,000 tested, 0.22% active; AID 588549; in the data active = inhibition above about 8.5%, passing the limit was not always enough; inconclusive = no clear call, values can overlap the other calls
# GDH-TPI counter – GDH-TPI coupled enzyme inhibition counter-screen; GDH-TPI coupled enzyme counterscreen, NADH absorbance; inhibition, % at 4.8 µM; 360,000 tested, 1.2% active; in the data active = inhibition above about 30%;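 note: 0% = DMSO wells and 100% = wells lacking the enzyme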
# FBA Mtb inh – inhibits M. tuberculosis FBA enzyme; inhibition, % at 1 µM; AID 588726; 360,000 tested, 2.3% active; purified M. tuberculosis FBA, fluorescence read-out; P9WQA3; in the data active = inhibition above about 27%;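 note: 0% = vehicle and 100% = reference inhibitor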
# Target sequence (P9WQA3 whole entry, looked up): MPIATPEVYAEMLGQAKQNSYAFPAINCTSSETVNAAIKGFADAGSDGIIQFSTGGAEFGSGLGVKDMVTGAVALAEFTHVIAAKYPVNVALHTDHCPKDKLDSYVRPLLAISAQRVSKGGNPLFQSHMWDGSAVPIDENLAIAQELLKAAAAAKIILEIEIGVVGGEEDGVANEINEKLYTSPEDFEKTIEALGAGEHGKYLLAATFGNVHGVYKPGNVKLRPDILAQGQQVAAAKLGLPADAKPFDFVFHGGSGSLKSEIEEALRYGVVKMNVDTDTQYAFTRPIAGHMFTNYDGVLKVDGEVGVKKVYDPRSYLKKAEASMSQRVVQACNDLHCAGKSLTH
# Anthrax LF inh2 – inhibitors of Bacillus anthracis lethal factor protease; P15917; inhibition, % at 10 µM; AID 588501; multiplex microsphere protease cleavage assay, LF; 360,000 tested, 0.12% active; note: plate controls were buffer without enzyme for full effect and enzyme alone for no effect
# Mtb UGM inh – Mtb UDP-galactopyranose mutase inhibition | purified UGM, fluorescence polarization probe displacement | inhibition, % at 10 µM | 320,000 tested, 0.06% active | AID 504406; in the data active = inhibition above about 10%, passing the limit was not always enough; inconclusive = no clear call, values can overlap the other calls
# Target sequence (P9WIQ1 whole entry, looked up): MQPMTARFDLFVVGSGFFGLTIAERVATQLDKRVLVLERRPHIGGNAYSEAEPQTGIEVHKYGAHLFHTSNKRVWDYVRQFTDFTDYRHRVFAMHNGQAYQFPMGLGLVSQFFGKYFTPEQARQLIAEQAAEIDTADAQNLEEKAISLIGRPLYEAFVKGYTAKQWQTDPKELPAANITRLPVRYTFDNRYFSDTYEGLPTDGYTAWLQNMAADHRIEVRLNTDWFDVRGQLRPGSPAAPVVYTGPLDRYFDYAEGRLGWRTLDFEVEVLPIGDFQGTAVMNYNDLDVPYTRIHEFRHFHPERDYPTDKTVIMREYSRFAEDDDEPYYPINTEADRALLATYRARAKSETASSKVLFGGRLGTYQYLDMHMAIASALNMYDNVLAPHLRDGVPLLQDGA
# BoNT-A LC inh2 – inhibitors of Botulinum neurotoxin A light chain protease | multiplex microsphere protease substrate cleavage, flow cytometry | inhibition, % at 10 µM | 360,000 tested, 0.17% active | AID 588499; note: plate controls were buffer without enzyme for full effect and enzyme alone for no effect
# BoNT F protease – inhibitors of Botulinum neurotoxin F light chain protease. Multiplex microsphere protease cleavage assay, flow cytometry. inhibition, % at 10 µM. 360,000 tested, 0.22% active. AID 588497; in the data active = inhibition above about 35%, passing the limit was not always enough; inconclusive = no clear call, values can overlap the other calls; note: plate controls were buffer without enzyme for full effect and enzyme alone for no effect
# Mtb BioA inh – inhibitors of Mycobacterium tuberculosis BioA enzyme; 360,000 tested, 0.096% active; purified M. tuberculosis BioA enzyme, plate reader; inhibition, % at 9.99 µM; AID 602481; in the data active = inhibition above about 40%; inconclusive = no clear call, values can overlap the other calls
# PfHsp40 rescue – rescue of PfHsp40-mediated yeast toxicity; S. cerevisiae expressing PfHsp40, growth rescue, ATP luminescence; 340,000 tested, 0.68% active; growth rescue, % at 12.5 µM; in the data active = growth rescue above about 28%, passing the limit was not always enough; inconclusive = no clear call, values can overlap the other calls;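 note: yeast W303a lacking pdr1 and pdr3 grown in galactose medium; growth measured after three days at 30 °C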
# * marks the source's active call; other numbers are inactive results; ? = inconclusive; · = no result given. Cut-off read from the data, not from the text of the source, unless noted: active = inhibition above about 30%; inconclusive = no clear call, values can overlap the other calls; inactive = below that.
SMILES,FadD28 binding,GDH-TPI counter,FBA Mtb inh,Anthrax LF inh2,Mtb UGM inh,BoNT-A LC inh2,BoNT F protease,Mtb BioA inh,PfHsp40 rescue
CC(=O)O[C@H]1CC[C@]2(C)C3CC[C@@]4(C)C(C[C@@H](O)[C@@H]4O)C3[C@@H](OC(C)=O)C[C@H]2C1 (some centres not stated),-0.6,16,1,-1,·,0.2,9,-2.1,·
COCCCNC(=O)CCS(=O)(=O)Cc1ccc(C)cc1,-0.7,-2,4,-3,-1.1,-1.3,-10,-0.9,-0.5
CC(C)Nc1nnc(SCC(=O)N2CCN(C(=O)c3ccco3)CC2)s1,-1.6,-8,1,?,0.7,-0.4,-6,-0.1,-0.8
Cn1c(=O)c2c(ncn2CCOc2ccc(F)cc2)n(C)c1=O,-0.6,2,1,1,-1.2,1.4,2,-2.9,0.7
CCn1cc(C(=O)NCCCN2CC(C)CC(C)C2)c(=O)c2cc(S(=O)(=O)N(C)C)ccc21 (configuration not stated),-2.3,7,4,-5,-1.1,-0.8,-1,4.5,-0.5
Cc1ccc(NC(=O)c2ccc(S(=O)(=O)N(C)c3ccccc3)cc2)cc1S(=O)(=O)N1CCOCC1,-4.7,4,1,-8,·,-0.5,-5,2.8,0.3
O=C(NC1CCCCCCC1)C1c2ccccc2C(=O)N1Cc1ccco1 (configuration not stated),-2.1,2,3,1,-3.2,0.7,9,-1.2,-0.2
O=S(=O)(c1cccs1)N1CCN(CCOc2ccccc2)CC1,-1.5,-1,1,·,·,·,·,0.7,-0.6
CCN(Cc1ccccc1)C(=O)COC(=O)c1cc(S(=O)(=O)Nc2ccccc2OC)ccc1O,0.1,4,7,-3,-0.5,-2.3,-3,-0.2,2.3
CCOc1ccc(S(=O)(=O)Nc2cccc(C(=O)N3CCN(C(C)=O)CC3)c2)cc1,-0.9,7,0,-3,-0.7,-1.8,-5,0.1,-0.6
COc1ccc(N=C2SC(C(=O)N3CCN(c4ccc([N+](=O)[O-])cc4)CC3)CC(=O)N2C)cc1 (configuration not stated),-0.3,9,-6,0,-0.5,0.7,-2,1.9,1.6
O=C(CSc1nnc(C2CCCCC2)o1)N1CCCCC1,-0.5,0,1,1,-2.7,0.4,-6,-1.4,-1.7
CC1=NN(C(=O)c2ccco2)C(O)(c2ccccc2)C1 (configuration not stated),-1.3,5,-2,·,-0.7,·,·,1.3,-0.1
Cc1c(C(=O)NCc2cccs2)sc(=O)n1Cc1ccc(S(=O)(=O)N(C)C)cc1,-6.5,12,-2,-10,·,-0.7,-3,1.8,·
O=C(Nc1cccc(F)c1)NC1(C(=O)N2CCC(O)CC2)CCCCC1,-0.2,2,1,2,-0.5,-0.4,5,-0.9,-0.8
CN(Cc1nc2ccccc2n1C)S(=O)(=O)c1ccc(Cl)cc1,0.3,4,1,-1,0.2,-0.2,-7,-1.8,0.9
O/N=C1/CCSc2ccccc21,-3.2,1,-3,-1,0.1,-0.2,-8,-0.3,-0.8
COc1cc(C(=O)N[C@H](C(=O)Nc2nnc(C3CC3)s2)C(C)C)cc(OC)c1OC,-9.2,1,-1,-1,-1.9,1.1,-3,-2.0,-1.0
CCc1cccc(CC)c1NC(=O)c1ccccc1,-0.7,8,-3,2,1.6,0.0,0,·,-0.1
COc1ccc(CNC(=O)C2(C)Cc3c(-c4ccccc4)ccnc3O2)cc1OC (configuration not stated),-0.8,4,0,1,·,-0.3,-1,3.1,·
Cc1cc2oc(=O)cc(-c3ccccc3)c2c(C)c1-c1ccc(OC(F)(F)F)cc1,-3.0,0,-2,-1,·,-0.2,-4,-0.5,1.3
COC(=O)C1CCN(C(=O)Cc2ccc(C)cc2)CC1,-4.0,-5,0,-1,0.6,-1.6,-29,-1.5,-1.7
COc1ccccc1N1CCN(C(=O)c2cccc(N3C(=O)NC4CC3(C)Oc3c(OC)cccc34)c2)CC1 (configuration not stated),-2.1,8,-1,1,-2.4,-0.5,-7,-0.9,-0.7
Cc1cc(C)n2nc(SCCCC(=O)c3ccc(F)cc3)nc2n1,-2.5,-9,5,1,-0.5,0.1,4,·,-0.6
COc1ccc(C(=O)NCc2nnc(SCC(=O)N3CCc4ccccc43)o2)cc1OC,-0.6,4,-3,-3,-1.0,0.2,27,-7.1,-0.3
Cc1ccc(C(=O)N2CCC(C(=O)Nc3cccc([N+](=O)[O-])c3)CC2)cc1,-0.3,6,2,-2,-0.5,-4.0,-6,9.9,0.6
CC(C)NC(=O)c1onc(CSc2ccccc2)c1C(=O)O,-0.4,9,3,4,3.8,-0.5,0,-5.2,-1.1
CCCCC1=CC2=CC(=O)C(C)(OC(=O)CC)C(=O)C2=CN1C1CCCCC1 (configuration not stated),0.7,-3,9,11,0.8,3.6,-14,-2.0,-0.3
COc1ccc(Cl)cc1C(=O)N/N=C/c1ccc(N2CCOCC2)cc1,-1.9,10,-1,0,-1.0,1.4,-2,-0.2,-0.3
COc1ccc(Cl)cc1NC(=O)CSc1nnc(COc2ccccc2)n1N,-7.6,-1,-1,0,0.4,0.2,0,7.3,0.2
OC1(C#CCN2CCCC2)c2ccccc2-c2ccccc21,-1.7,6,1,3,-0.4,?,?,·,0.2
O=C(CSc1ccc2c(c1)OCCO2)NCc1ccccc1,-1.2,-2,0,-2,-1.5,-0.4,-6,·,-0.5
Cc1nn(CC(C)C)c(Cl)c1C(=O)NCC1CCCO1 (configuration not stated),-0.4,6,5,4,·,0.4,4,-2.1,·
C/C(=N\NC(=O)c1ccccc1)C1C2C=CC(C2)C1(C)C (configuration not stated),1.5,10,7,-2,-1.3,1.6,-1,-0.8,-0.7
O=C1OC[C@H]2CCCN2C(=O)[C@@H](CC(=O)N(CCO)Cc2ccccc2)C/C=C\CC[C@H]1Cc1ccc(F)cc1,-1.3,-1,1,-8,2.2,0.1,-2,0.5,-0.2
CC1(C(=O)NCc2cccc(Cl)c2)Cc2c(-c3ccc(C(N)=O)cc3)ccnc2O1 (configuration not stated),-5.3,-12,3,-6,·,-0.4,0,7.9,·
O=C(CCCc1ccccc1)Nc1ccnn1C1CCN(Cc2ccc(Cl)cc2)CC1,-4.7,-3,-1,·,-0.2,·,·,-1.0,3.9
CCOc1ccc(C(CC(=O)O)NC(=O)C2c3ccccc3Oc3ccccc32)cc1 (configuration not stated),-3.6,-3,2,0,4.3,-0.1,-2,-0.5,-0.6
S=c1nc(-c2csc3c2CCCC3)[nH][nH]1,-0.4,-5,-1,1,5.4,-0.8,6,·,1.9
Cc1ccc(-c2noc(CCC(=O)NCCCN3CCN(c4cccc(Cl)c4)CC3)n2)cc1,-2.5,5,2,-1,-2.2,-0.3,-7,-1.6,0.1
Cc1c(C(=O)c2ccc(Cl)cc2[N+](=O)[O-])c2ccccn2c1CCC#N,-3.1,22,1,2,0.8,-1.2,-7,·,1.5
Cn1c(N)c(C(=O)CSc2nn(-c3ccc(F)cc3)c(=S)s2)c(=O)n(C)c1=O,-5.1,4,1,-6,0.6,-2.5,-2,-1.5,4.0
Cc1c(/C=N\NC(=O)c2c[nH]c3ccccc23)cnn1C,-0.9,17,-2,-1,1.1,0.2,-1,·,0.0
COc1ccc(CCNC(=O)C(=O)NCC2OCCN2C(=O)c2ccc(Cl)cc2)cc1OC (configuration not stated),-0.5,-2,-1,-5,-0.7,-1.3,0,7.9,0.6
O=C(COC(=O)c1c(F)cccc1F)Nc1ccccc1OC(F)F,0.1,-3,1,-17,1.5,-2.9,1,-0.5,-1.8
COCCCn1c(=O)c2sccc2n(Cc2cccc(C)c2)c1=O,-1.5,8,0,1,2.1,2.5,19,0.4,0.7
CCOC(=O)/C(N=Nc1ccc(C(=O)O)cc1[N+](=O)[O-])=C(\C)O,-1.2,6,-1,-2,1.0,0.0,-10,·,-1.5
Cc1ccccc1C(=O)N1CCc2ccccc2C1,-2.8,29,0,2,0.2,0.9,10,-0.1,-0.1

# Part of the list above, reformatted:
O=C(CSc1nnc(C2CCCCC2)o1)N1CCCCC1
  FadD28 binding: -0.5 | GDH-TPI counter: 0 | FBA Mtb inh: 1 | Anthrax LF inh2: 1 | Mtb UGM inh: -2.7 | BoNT-A LC inh2: 0.4 | BoNT F protease: -6 | Mtb BioA inh: -1.4 | PfHsp40 rescue: -1.7

CC1=NN(C(=O)c2ccco2)C(O)(c2ccccc2)C1 (configuration not stated)
  FadD28 binding: -1.3 | GDH-TPI counter: 5 | FBA Mtb inh: -2 | Anthrax LF inh2: · | Mtb UGM inh: -0.7 | BoNT-A LC inh2: · | BoNT F protease: · | Mtb BioA inh: 1.3 | PfHsp40 rescue: -0.1

Cc1c(C(=O)NCc2cccs2)sc(=O)n1Cc1ccc(S(=O)(=O)N(C)C)cc1
  FadD28 binding: -6.5 | GDH-TPI counter: 12 | FBA Mtb inh: -2 | Anthrax LF inh2: -10 | Mtb UGM inh: · | BoNT-A LC inh2: -0.7 | BoNT F protease: -3 | Mtb BioA inh: 1.8 | PfHsp40 rescue: ·

O=C(Nc1cccc(F)c1)NC1(C(=O)N2CCC(O)CC2)CCCCC1
  FadD28 binding: -0.2 | GDH-TPI counter: 2 | FBA Mtb inh: 1 | Anthrax LF inh2: 2 | Mtb UGM inh: -0.5 | BoNT-A LC inh2: -0.4 | BoNT F protease: 5 | Mtb BioA inh: -0.9 | PfHsp40 rescue: -0.8

# Continuation.
SMILES,FadD28 binding,GDH-TPI counter,FBA Mtb inh,Anthrax LF inh2,Mtb UGM inh,BoNT-A LC inh2,BoNT F protease,Mtb BioA inh,PfHsp40 rescue
CCC(C)(C)NC(=O)C(c1ccc(C)cc1)N(CC1CCCO1)C(=O)CCC(=O)Nc1ccccn1 (configuration not stated),-1.9,-2,1,4,-0.2,-3.7,-9,·,1.3
O=C(/C=C/c1ccccc1)NCCS(=O)(=O)N1CCN(c2ccccc2)CC1,1.5,9,5,-3,0.2,-1.1,-4,-0.2,?
Cc1cccc[n+]1CCCCCCCCCC[n+]1ccccc1C,-3.0,-4,-6,0,-2.9,0.4,2,1.6,1.6
CCN(CC)S(=O)(=O)c1ccc(C(=O)NCC(c2cccs2)N2CCOCC2)cc1 (configuration not stated),-2.2,9,2,5,-0.7,1.1,-10,-0.1,-0.5
COCCCn1c(SCC(=O)NC2CCCCC2)nnc1-c1ccco1,1.6,5,-1,0,0.2,2.8,6,-1.2,0.7
CC(C)(C)NC(=O)C(Cc1ccccc1)NS(=O)(=O)c1cccc2nsnc12 (configuration not stated),-0.8,17,-1,-7,3.0,1.3,5,-0.9,0.4
CC[C@]12c3[nH]c4cc(-c5ccco5)ccc4c3CCN1C(=O)[C@@H](CC(=O)NCc1ccco1)C[C@@H]2C(=O)N1CCN(C(=O)c2ccco2)CC1,-3.5,4,9,-4,·,0.1,3,-1.3,1.4
COc1ccc(-c2nc(CNS(=O)(=O)c3cc(OC)ccc3OC)cs2)cc1,-4.1,5,3,2,1.0,-0.9,-10,0.7,0.3
C=CCc1cc(/C=C2/NC(=O)NC2=O)cc(OCC)c1O,-0.9,25,-2,0,3.4,0.5,1,·,-1.3
COc1cccc(N2CCN(C3OC(=O)c4ccccc43)CC2)c1 (configuration not stated),-4.5,-4,0,4,0.0,0.2,-5,-2.0,-0.4
COc1ccc2nc(Nc3nc4cc5c(cc4s3)OCCO5)sc2c1,-1.8,13,58*,0,-0.9,-0.5,-4,·,14
COc1ccc2cnn(-c3ccc(C)cc3)c(=O)c2c1OC,-1.1,13,4,-1,-0.7,-0.8,-32,-2.3,0.1
CC(=O)c1ccc(N2CCN(C(=S)Nc3cccc(F)c3)CC2)cc1,1.9,35*,3,-6,0.2,0.4,0,·,-0.4
COc1ccc2nc(C)[nH]c(=O)c2c1,-0.2,-4,0,-7,-0.5,-0.7,6,-0.4,-1.1
COCCn1c(=NC(=O)c2ccc(S(=O)(=O)N3CCc4ccccc4C3)cc2)sc2cc(S(N)(=O)=O)ccc21,-0.7,29,8,-7,·,-1.1,-3,·,2.1
Cc1ccc2nc3[nH]c(=O)[nH]c(=O)c3c(N)c2c1,-2.6,6,105*,-3,·,-0.2,-6,1.3,1.0
Cc1ccc2c(C(=O)CN3CCSCC3)c(C)[nH]c2c1,-0.8,5,3,-3,0.1,-0.2,2,0.7,-1.8
CCN1CCN(c2nc3ccccc3nc2C(C#N)S(=O)(=O)c2ccc(C)c(C)c2)CC1 (configuration not stated),-0.8,1,0,-1,0.1,-0.2,-2,-1.7,-0.8

# Rows were taken by chance; overall some 4.7% were active at least once.
